# Screening data (PubChem BioAssay)
# HSP90 inh: HSP90 refolding inhibition in rabbit reticulocyte lysate; luciferase refolding luminescence, 3 h; inhibition, % at 5.6 µM; 0.91% of 290,000 active; AID 1789;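 active = inhibition above the screen-wide mean plus 3 SD, computed separately per campaign, cut at about 16% in these data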;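 note: 0% = DMSO wells and 100% = 60 µM geldanamycin wells; inhibitors lower the luminescence because luciferase stays unfolded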
# GSK3B inh: blocks human GSK3beta kinase activity; GST-GSK3beta kinase, ADP-Glo luminescence, 60 min; stronger effect = lower value; activity score (negative = inhibition), % at 10 µM; 0.038% of 300,000 active; AID 2097;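 active = more than half of replicate wells score below -50%, meaning over 50% inhibition versus plate controls; inconclusive = some replicates but at most half score below -50%; inactive = no replicate scores below -50%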;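 note: 0% = median DMSO wells and -100% = median GW8510 positive control wells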
# Target sequence (P49841 whole entry, looked up): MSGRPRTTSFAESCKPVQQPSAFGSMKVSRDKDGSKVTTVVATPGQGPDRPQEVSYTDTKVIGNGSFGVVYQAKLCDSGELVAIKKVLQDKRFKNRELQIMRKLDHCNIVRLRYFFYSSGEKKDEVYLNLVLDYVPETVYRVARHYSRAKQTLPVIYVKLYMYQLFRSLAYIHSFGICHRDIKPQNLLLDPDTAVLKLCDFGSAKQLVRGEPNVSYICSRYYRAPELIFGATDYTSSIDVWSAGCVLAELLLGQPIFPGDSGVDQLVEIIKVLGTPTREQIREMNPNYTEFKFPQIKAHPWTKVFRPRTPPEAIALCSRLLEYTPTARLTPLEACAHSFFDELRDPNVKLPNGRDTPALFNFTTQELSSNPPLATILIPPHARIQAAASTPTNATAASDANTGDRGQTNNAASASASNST
#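 test system = GST-tagged human GSK3beta kinase, cell-free | reagent = 25 µM ATP with peptide substrate | dosing = one dose of 10 µM per compound | schedule = 60 min reaction, RT | detection = luminescent ADP-Glo measurement of ADP formed | control set = DMSO neutral wells and GW8510 at 20 µM as positive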
# aSyn UTR inh: 5' untranslated region of α-synuclein, MLPCN primary screen. AID 1813. alpha-synuclein 5'UTR reporter, inhibitor activity. inhibition, % (tested at 7.5 µM). 0.82% of 300,000 active; in the data active = inhibition above about 60%; inconclusive = no clear call, values can overlap the other calls;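 note: H4 neuroglioblastoma cells stably carrying SNCA 5'UTR luciferase fusion; 0% = DMSO wells and 100% = positive control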
# HSF-1 act: increases HSF-1 driven luciferase reporter signal; NIH3T3-HGL HSF-1 luciferase reporter, MG132, 8 h; 100% = twice DMSO control signal; activation, % at 9 µM; 1.7% of 300,000 active; AID 504408;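 active = mean replicate activation of at least 50% with a set share of replicates each reaching 50%; inconclusive = only one of those two conditions met; inactive = mean below 50% and too few replicates reaching it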;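 note: 0% = median of the neutral control wells and 100% = twice that signal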
# HSF1 inh: HSF1 inhibition; NIH3T3-HGL HSE-luciferase, MG132-induced, luminescence 8 h; stronger effect = lower value; activity change, negative = inhibition, % at 7.5 µM (by protocol); 0.77% of 300,000 active; AID 2098;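 active = more than half of replicate wells show activity change below -50%, luminescence cut by over half; inconclusive = some wells, but at most half, below -50%; inactive = no replicate well below -50%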;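 note: luciferase reports HSF-1 transcriptional activity via heat shock element; 0% = median of DMSO wells and -100% = zero luminescence signal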
# Dyrk1A ADPGlo: Dyrk1A (rat) kinase inhibition | 0.43% of 310,000 active | AID 504441 | inhibition, % at 12.5 µM | Q63470 | ADP-Glo luminescence, NFATc1 peptide; in the data active = inhibition above about 50%;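 note: plate controls were vehicle with enzyme for no effect and no enzyme for full effect; many of its hits are not listed in these tables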
# Platelet DG rel: modulates dense granule release in human platelets | human platelet-rich plasma, SFLLRN dense granule ATP release, luminescence | inhibition, %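 (compounds screened at 7.5 µM in platelet-rich plasma)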 | 0.22% of 300,000 active | AID 1663;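 active = mean replicate score, as percent of positive control, at or above 50; inconclusive = mean below 50 but at least one replicate at or above 50; inactive = mean and every replicate below 50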
# GSK3A inh: blocks human GSK-3 alpha kinase; inhibition, % at 10 µM; AID 2650; ADP-Glo luminescence, 60 min; 0.1% of 320,000 active; P49840;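 in the data active = inhibition above about 50%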;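 note: GST-tagged GSK-3 alpha with peptide substrate and 25 µM ATP; 0% = DMSO neutral wells and 100% = GW8510 positive control wells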
# Target sequence (P49840 whole entry, looked up): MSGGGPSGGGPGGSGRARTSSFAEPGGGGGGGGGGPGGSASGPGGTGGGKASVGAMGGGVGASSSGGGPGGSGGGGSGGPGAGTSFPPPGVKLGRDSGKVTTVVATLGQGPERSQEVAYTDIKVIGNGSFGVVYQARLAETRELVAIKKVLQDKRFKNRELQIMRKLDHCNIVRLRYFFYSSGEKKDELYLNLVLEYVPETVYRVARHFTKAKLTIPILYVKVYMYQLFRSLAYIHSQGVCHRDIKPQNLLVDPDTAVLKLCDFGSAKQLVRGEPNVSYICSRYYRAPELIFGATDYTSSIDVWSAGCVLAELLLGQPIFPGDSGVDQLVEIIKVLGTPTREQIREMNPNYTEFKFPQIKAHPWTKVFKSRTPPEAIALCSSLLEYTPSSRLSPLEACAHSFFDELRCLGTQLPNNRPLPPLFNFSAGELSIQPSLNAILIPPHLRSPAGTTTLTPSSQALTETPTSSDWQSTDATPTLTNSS
# IEC-6 cytotox: counter-screen for KLF5 inhibitors: cytotoxicity in IEC-6 cells; IEC-6 cytotoxicity, luminescence viability; inhibition, % at 5 µM; 0.78% of 290,000 active; AID 1825; in the data active = inhibition above about 22%;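 note: 0% = plate median of test compound wells and 100% = cytotoxic reference compound wells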
# KLF5 inh: kruppel-like factor 5 inhibition; DLD-1 KLF5 promoter-luciferase reporter, luminescence; inhibition, % at 5 µM; 0.23% of 290,000 active;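 active = inhibition above a per-plate limit of that plate's mean compound inhibition plus 3 SD, cut at about 60% in these data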;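 note: 0% = DMSO wells and 100% = LY294002 at 200 µM; higher means less KLF5 promoter-driven luciferase light; inactives centre near -14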
# Active calls of the source: *; ? = inconclusive; / = no result given. Only part of the results is shown. The share of hits here may be higher or lower than overall.
molecule	aSyn UTR inh	Platelet DG rel	GSK3B inh	GSK3A inh	Dyrk1A ADPGlo	KLF5 inh	HSP90 inh	HSF-1 act	IEC-6 cytotox	HSF1 inh
CCN(CC)CC#CCC(O)(c1ccccc1)c1ccccc1	-6.5	-7.0	1.1	-0.7	-9.6	-21.8	-1.1	-6.3	-3.3	-3.1
CCCNC(=O)CCn1nc(-c2ccc(Cl)cc2)c2ccccc2c1=O	82.1*	-20.7	-0.1	1.5	3.2	8.8	7.4	-7.5	5.5	-4.4
COc1cccc(N2CCN(CC(=O)C34CC5CC(CC(C5)C3)C4)CC2)c1	-0.1	1.4	3.5	1.3	0.0	-47.5	-1.8	0.6	0.8	-8.7
C=CCC1c2cccc(C(=O)O)c2C(=O)N1c1cccc(C)c1 (stereo not drawn)	26.9	12.3	2.4	-5.1	-4.6	-7.3	-0.5	-1.7	2.8	-2.2
Cc1cc(C(=O)N2CCOCC2)ccc1[N+](=O)[O-]	7.8	-5.6	-1.6	0.1	-5.9	-7.6	-5.6	-6.5	-9.6	-4.3
COc1ccc(OC)c(N=c2oc3c(OC)cccc3cc2C(=O)NCc2ccco2)c1	-36.9	2.2	-2.0	/	5.8	/	/	33.7	/	13.0
O=S(=O)(Cc1ccc(Cl)cc1)c1ccccc1-c1nnc(-c2ccccc2)o1	7.9	5.1	2.5	-1.1	3.7	6.0	0.5	8.0	3.9	3.7
O=C(NCc1cccnc1)C(=O)Nc1nc(C23CC4CC(CC(C4)C2)C3)cs1	0.5	-2.1	2.4	-1.3	-0.7	-22.8	1.2	14.1	6.6	-1.4
COC(=O)c1cc(NC(=O)C2COc3ccccc3O2)ccc1Cl (stereo not drawn)	-9.1	-0.1	0.8	0.1	11.7	-25.6	0.6	-5.7	7.6	-1.1
Cc1nc(C2CCCCC2)c(-c2ccccc2)c(N2CCOC2=O)c1C	-18.5	0.7	0.6	0.4	0.0	/	/	-3.1	/	5.0
CN1CCN(/C=N/c2c(C#N)cnn2Cc2ccccc2)CC1	17.0	2.6	-1.0	-0.9	0.2	-25.4	-0.2	4.5	0.2	-5.3
NNC(=O)c1nc(-c2ccccc2)n2c1CCCCC2	-4.4	3.0	-11.8	-5.4	-16.1	-19.1	-1.4	0.1	-7.5	10.9
COc1ccc(O)c(-c2cc(-c3cccc(Br)c3)n[nH]2)c1	-131.9	0.5	-2.1	-3.2	10.0	-108.8	1.2	33.5	-1.4	25.7
O=c1[nH]n2c(=O)c3c([nH]c2c1N=Nc1cccc(Cl)c1)CCC3	1.8	-10.7	-0.7	4.3	31.7	-20.6	4.1	-17.3	-3.6	-8.8
CC1CCc2c(sc3nc(CSc4ncn[nH]4)[nH]c(=O)c23)C1 (stereo not drawn)	48.0	-3.3	-1.8	3.8	-1.1	-53.2	-1.6	3.6	4.8	-5.3
O=[N+]([O-])c1cccc(S(=O)(=O)NCC2CCCO2)c1 (stereo not drawn)	26.7	6.6	-2.0	-0.2	1.7	12.2	-8.0	6.7	-2.3	1.3
CC(C)S(=O)(=O)N1CCCC(C(=O)c2cccc(Cl)c2)C1 (stereo not drawn)	-1.4	0.3	3.2	0.1	-1.4	-11.0	1.4	-5.8	2.1	2.2
CN(C)CCCO/N=C(\c1ccccc1)c1ccncc1	6.0	-1.2	-1.6	1.3	-3.5	1.2	-0.2	-13.2	-1.6	1.2
O=C(CN1CCN(c2ccccn2)CC1)Nc1ccccc1	-11.6	4.4	-0.6	-2.4	5.2	-3.4	6.6	4.8	4.3	-2.7
CCN(CCn1cccn1)Cc1nc(-c2ccccc2)no1	-36.6	-7.8	2.0	-4.5	-1.4	-5.0	0.3	-9.8	4.3	-2.6
CCOC(=O)C1CCCN(c2nnnn2-c2ccccc2)C1 (stereo not drawn)	3.7	2.1	2.3	-6.9	5.3	-18.4	-2.1	9.5	-6.8	-4.5
Cc1ccc(CN=C(Nc2ccccc2)NC2CCCCC2)cc1	-13.4	-1.7	-7.3	1.3	-1.3	-21.1	3.9	-12.0	4.5	-6.5
Cc1cccc(/C=N/NC(=O)c2cc(-c3cccnc3)nc3ccccc23)c1	-1.6	17.8	-0.7	-2.3	7.3	-27.4	-2.4	-16.0	13.4	2.7
O=C(NCC12CC3CC(CC(C3)C1)C2)c1cc2n(n1)C(C(F)(F)F)CC(c1ccco1)N2 (stereo not drawn)	39.4	-2.7	-3.2	3.1	-0.3	-22.0	29.7*	0.5	-2.0	4.4
CCOC(=O)c1c(NC(=O)COC(=O)CCOc2ccc(C)cc2)sc(C(=O)N(C)C)c1C	10.8	12.8	2.8	-0.1	-5.7	/	/	17.1	/	3.0
CN1CCN(C(=O)c2cc3nc(-c4ccc(Cl)cc4)cc(C(F)(F)F)n3n2)CC1	14.2	10.2	2.7	-3.0	-0.4	-44.8	1.0	-17.6	0.6	-1.8
COc1ccc(C2(O)CCN(C(=O)c3c(F)cccc3F)CC2)cc1	-2.3	-2.4	1.8	1.4	4.7	-24.5	-3.9	-7.5	-3.6	1.0
CCCCNC(=O)COC(=O)c1ccc(N(C)C)cc1	-1.6	2.6	-1.6	-2.5	-5.1	1.8	0.1	7.7	-1.6	-2.7
CC(=O)Nc1ccc(N/C(N)=N/c2nc(C)cc(C)n2)cc1	-8.7	3.0	-0.9	-2.7	1.9	-18.7	-0.7	-8.9	-2.1	-4.9
Cc1ccc(/C=C(\C#N)c2nc3ccccc3[nH]2)s1	-228.6	-17.6	-3.0	-1.4	/	-174.3	-0.7	?	7.1	30.4
COc1ccccc1NC(=O)/C=C\c1ccco1	-83.8	-7.9	1.6	-0.5	2.4	-54.0	-2.1	31.1	-7.6	9.2
CCn1c2ccccc2c2nn(C)c(=N)nc21	-2.6	0.0	1.1	-0.8	0.8	-1.3	2.3	22.7	-2.7	-0.7
CN1CCN(c2ccccc2NC(=S)NC(=O)c2cc3ccccc3o2)CC1	26.5	-3.1	-0.3	0.9	-4.1	-11.4	-0.9	0.5	-4.4	-3.3
O=C(N/N=C\c1ccc(COc2ccc([N+](=O)[O-])cc2)o1)c1cccc(Cl)c1	1.6	-8.4	-3.1	4.1	4.8	0.8	-0.4	12.4	-6.9	-1.7
Cc1ccc(NNS(=O)(=O)c2ccc(C)cc2)cc1	-31.4	4.6	2.1	-0.9	2.3	-31.4	2.8	13.6	6.6	-1.6
O=C(NCCO)c1nc2ccccc2s1	-44.8	26.8	-3.7	2.3	5.3	-18.4	1.2	3.7	1.9	1.9
Cc1cc(-c2ccco2)n(CC(=O)NCCCc2ccccc2)n1	12.7	16.6	-1.9	0.6	-0.2	-31.6	-0.4	2.1	-0.6	2.4
Cc1oc(-c2ccccc2F)nc1CS(=O)CC(=O)NC1CC1 (stereo not drawn)	2.4	-2.8	-1.9	-1.1	4.4	-16.6	-3.4	-25.1	0.7	-1.4
COc1ccc(S(=O)(=O)O/N=C2\CCCc3ccccc32)cc1	4.9	-3.5	0.3	-2.8	-15.5	-22.5	4.5	-6.3	0.2	-7.3
O=C(Cc1cccc2ccccc12)Nc1ccccc1C(=O)O	-4.8	1.2	-1.8	0.3	9.6	-47.9	-0.9	19.7	14.2	-0.4
COc1ccc(NC(=O)CN(C)C(=O)Cn2c(=O)oc3ccccc32)cc1	-13.2	-1.2	1.9	-2.5	-0.7	/	/	-2.6	/	-8.4
CCOC(=O)C1CCN(c2cc(C)nc3ccc(OC)cc23)CC1	12.7	-15.3	-3.6	-0.5	/	-18.1	1.7	-8.7	-1.6	-2.3
CC(=O)Nc1ccc(C(=O)OCc2ccc(Br)cc2)cc1	-13.3	10.1	-0.7	1.1	-1.7	-6.4	0.6	7.4	1.6	4.8
COc1ccc(OC(C)C(=O)N(C)Cc2nc(-c3ccc(OC)cc3)no2)cc1 (stereo not drawn)	11.7	2.2	-2.3	-0.2	-6.7	-0.3	-0.6	2.3	1.9	-5.6
Cc1ccc(C)c(S(=O)(=O)N2CCCC2CNC(=O)C(=O)NCC2CCCO2)c1 (stereo not drawn)	-0.6	9.7	-1.5	-2.4	-0.1	/	/	-0.5	/	-1.4
CSc1cccc(NC(=O)CCNC(=O)c2ccco2)c1	-6.5	10.4	0.4	-0.7	3.6	-7.0	1.9	8.7	-4.7	-5.1
O=C(Nc1ccc2oc(-c3ccncc3)nc2c1)c1ccc2c(c1)OCO2	-24.1	0.5	0.1	0.1	/	-27.7	5.9	-12.4	0.6	-4.0
Cc1c(NC(=O)C(C)OC(=O)c2ccc([N+](=O)[O-])s2)c(=O)n(-c2ccccc2)n1C (stereo not drawn)	-46.4	7.6	-0.6	1.8	2.5	-5.2	3.7	-12.4	-0.7	3.2
Cc1cccc(OCCNC(=O)c2ccc(Oc3ccc(C(F)(F)F)cc3[N+](=O)[O-])cc2)c1	15.9	1.3	4.5	-1.3	4.3	-2.1	-0.4	6.8	-4.4	-6.1
Cc1ccc(C2=NNC(=Nc3ccc(F)cc3)SC2)cc1	/	/	/	/	-1.7	-68.7	1.6	/	-12.7	/
COC(=O)c1cc2sccc2n1CC(=O)N1CCCc2ccccc21	9.1	6.5	-2.2	-2.4	-6.6	-6.8	4.5	-9.6	2.8	-4.2
CCN1CCN(C(=O)c2ccc(-c3nc4ccccc4s3)s2)CC1	-65.7	4.7	0.1	-0.7	5.8	-104.1	2.2	25.9	1.8	11.9
Clc1nnc(N2CCCCC2)c2ccccc12	6.4	-1.2	1.2	1.0	-5.2	-4.0	-2.8	1.2	2.1	-7.1
CCCCCCCCn1c2c(c(=N)c3c1CCC3)CCCC2	101.1*	-1.1	-5.0	6.9	2.1	72.8*	-0.2	29.7	47.1*	-2.1
CCCCN(CC)C(=O)CSc1cc(=O)n(C)c2ccccc12	-18.5	-2.0	5.1	4.4	0.9	-31.4	-0.1	24.2	3.4	3.2
CC(NC(=O)COC(=O)CNC(=O)c1ccc(-c2ccccc2)cc1)c1ccccc1 (stereo not drawn)	9.8	3.0	-2.0	-2.9	8.1	/	/	-2.0	/	-1.3
CCN(CC)S(=O)(=O)c1nnc(NC(=O)c2ccco2)s1	0.6	2.8	-0.1	3.8	-1.6	-42.1	-0.5	2.1	0.0	-5.0
COc1cn(-c2ccccc2)nc1C(=O)NCc1ccccc1	20.4	7.3	-1.5	-0.2	-1.8	-3.7	-2.2	43.6	-5.8	2.9
CC1CC(C)CN(c2ncnc3c2cnn3-c2ccc(Cl)cc2)C1 (stereo not drawn)	-99.0	12.0	2.9	-1.7	1.8	-23.3	1.6	-54.3	0.2	-52.0*
C=CCn1c(=O)c(C(=O)NCc2ccccc2Cl)c(O)c2ccccc21	-18.4	2.9	0.6	1.8	11.4	-15.7	-0.1	-8.8	-6.9	-4.2
